# Screens from PubChem BioAssay.
# TbHK1 inh: T. brucei hexokinase 1 inhibition. actives 0.11% (n = 220,000). recombinant TbHK1, G6PDH-coupled NADH A340. inhibition, % at 10 µM;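 active means inhibition of 50% or more in the single-dose primary screen; inactive means inhibition below 50%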
# Runt-SMMHC FRET: blocks binding of human RUNX1 Runt domain to CBFb-SMMHC. Cerulean-Runt/Venus-CBFb-SMMHC FRET ratio 530/480, 1 h. inhibition, % at 20 µM. actives 0.74% (n = 220,000). AID 1434;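 active means mean inhibition across duplicate retests at 20 µM reaching about 50%, limit read from the data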;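 further: 0% = DMSO wells and 100% = wells with excess untagged CBFb-SMMHC; inhibitors lower the FRET ratio by blocking Runt binding to CBFb-SMMHC; some results filed as inactive read as strong as hits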
# MDM2 E3 inh: inhibitors of human Mdm2 E3 ubiquitin ligase. Q00987. cell-based MDM2 ubiquitination luciferase reporter, 2 h; 0 = plate control, 100 = twice control, blank-subtracted. signal enhancement, % at 5 µM. actives 0.11% (n = 210,000);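 active means signal enhancement of 30% or more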;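 further: luminescence tracks abundance of the self-degrading MDM2-luciferase fusion protein; higher signal means inhibition of MDM2 E3 ligase activity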
# Target sequence (Q00987 whole entry, looked up, the tested form may be a part): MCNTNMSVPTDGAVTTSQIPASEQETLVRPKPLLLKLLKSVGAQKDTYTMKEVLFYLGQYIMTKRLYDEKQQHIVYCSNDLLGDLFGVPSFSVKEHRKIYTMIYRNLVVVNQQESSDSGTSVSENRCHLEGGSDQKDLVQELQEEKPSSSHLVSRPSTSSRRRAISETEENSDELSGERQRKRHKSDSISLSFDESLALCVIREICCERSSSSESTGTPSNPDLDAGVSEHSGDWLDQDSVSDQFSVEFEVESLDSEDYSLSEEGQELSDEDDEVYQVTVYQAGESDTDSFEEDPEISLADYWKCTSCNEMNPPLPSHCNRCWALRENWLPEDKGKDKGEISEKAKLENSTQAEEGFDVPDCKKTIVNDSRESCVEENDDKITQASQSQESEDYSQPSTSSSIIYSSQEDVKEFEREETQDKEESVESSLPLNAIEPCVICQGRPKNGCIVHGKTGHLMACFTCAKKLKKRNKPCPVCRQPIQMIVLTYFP
#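 Test system: stable mammalian line carrying autodegrading MDM2–luciferase fusion reporter; quantity: 2000 cells in each well; times: 4 h cell settling then 2 h compound exposure, 37 °C; detection: luminescence with SteadyLite reagent, 15 min at room temperature; evaluation: percent signal gain over controls, blank-subtracted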
# Runt-CBFb FRET: inhibitors of human RUNX1 Runt domain binding to CBFb; Q01196+Q13951; Cerulean-Runt/Venus-CBFb FRET ratio 530/480, 1 h; inhibition, % at 20 µM; actives 0.46% (n = 220,000);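 active means inhibition over about 50% at 20 µM in the single-dose screen, limit read from the data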;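 further: 0% = DMSO wells and 100% = excess unlabeled CBFb competitor control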
#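 Reagent – Venus-CBFb binding partner, 100 nM · Assay system – Cerulean-tagged RUNX1 Runt domain (FRET donor) fusion protein · Input – 100 nM per protein · Incubation – two 1 h room-temperature incubations shielded from light · Measured by – FRET fluorescence · Medium – Tris buffer pH 7.5 with salts and BSA · Benchmarks – unlabeled CBFb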
# Hck Nef HTS: inhibitors of human Hck kinase activated by Nef | P08631 | Recombinant Hck-YEEI plus Nef, Z-Lyte FRET kinase assay | inhibition, % at 20 µM | actives 0.68% (n = 220,000);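 active means Hck-Nef kinase inhibition above about 50%, limit read from the data; inactive means inhibition below that limit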;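 further: 0% = DMSO with Hck plus Nef and 100% = Hck alone without Nef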
# p47phox inh: inhibitors of human p47phox binding | p47phox/p22phox peptide binding, fluorescence polarization, 2 h | actives 0.53% (n = 220,000) | inhibition, % at 24.7 µM | P14598;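 active means inhibition above about 30%, limit read from the data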;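 further: 0% = p47phox with labelled peptide and 100% = labelled peptide alone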
# Target sequence (P14598 whole entry, looked up): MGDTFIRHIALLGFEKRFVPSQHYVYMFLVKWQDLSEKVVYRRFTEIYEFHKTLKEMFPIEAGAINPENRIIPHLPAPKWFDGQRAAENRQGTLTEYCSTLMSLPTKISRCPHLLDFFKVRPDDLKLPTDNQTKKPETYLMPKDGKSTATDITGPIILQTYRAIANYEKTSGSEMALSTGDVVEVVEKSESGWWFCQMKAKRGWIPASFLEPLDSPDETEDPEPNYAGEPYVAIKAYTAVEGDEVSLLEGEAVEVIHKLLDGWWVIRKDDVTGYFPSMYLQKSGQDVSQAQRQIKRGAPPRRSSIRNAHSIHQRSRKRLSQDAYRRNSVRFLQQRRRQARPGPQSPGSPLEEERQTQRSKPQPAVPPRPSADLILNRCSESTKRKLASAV
# L929 necroptosis: L929 zVAD cell death inhibition | L929 zVAD necroptosis rescue, ATP luminescence, 24 h; with zVAD 60 µM | viability rescue, % at 10 µM | actives 0.38% (n = 220,000);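 active means activation, scaled between plate controls, above about 75%, limit read from the data; inactive means activation under that limit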;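 further: 0% = zVAD with DMSO and 100% = DMSO alone without zVAD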
# EBV gp42 inh: EBV gp42 inhibition | Q1HVG2 | Fluorescence polarization binding assay, mP read-out | AID 1085 | actives 0.42% (n = 220,000) | inhibition, % (tested at 21.74 µM); in the data active means inhibition above about 50%
# Target sequence (Q1HVG2 whole entry, looked up): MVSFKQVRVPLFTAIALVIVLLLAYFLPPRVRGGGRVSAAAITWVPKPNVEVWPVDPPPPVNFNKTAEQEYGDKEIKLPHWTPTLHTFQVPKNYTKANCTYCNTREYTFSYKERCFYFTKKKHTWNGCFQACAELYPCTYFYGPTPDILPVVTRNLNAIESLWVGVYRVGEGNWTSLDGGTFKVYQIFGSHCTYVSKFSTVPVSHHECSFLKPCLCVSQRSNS
# 14-3-3 Bad PPI: disrupts binding of bovine 14-3-3 zeta to phospho-Bad peptide | TR-FRET 14-3-3zeta/Dy647-pBad peptide displacement, 1 h | inhibition, % at 21.7 µM | actives 0.71% (n = 220,000) | AID 781;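 active means inhibition above about 70%, limit read from the data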;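 further: 0% = full 14-3-3 plus peptide FRET controls and 100% = background without 14-3-3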
# * hit, by the source's call; . = no result given; [ ] = another dose, or the depositor's remark. Rows are unselected. Share with any hit: about 3.2%.
SMILES,TbHK1 inh,Runt-SMMHC FRET,MDM2 E3 inh,Runt-CBFb FRET,Hck Nef HTS,p47phox inh,L929 necroptosis,EBV gp42 inh,14-3-3 Bad PPI
CC(C)Cn1c(SCC(=O)N2CC(=O)Nc3ccccc32)nc2ccccc21,1,0,-12,0,-64,-2,-0.2,3,3
Cc1cccc(C)c1NC(=O)C1c2cccc[n+]2CC(=O)N1Cc1cccs1 (stereo not given),4,-2,-6,0,19,0,0.9,0,-18
COc1cccc(NC(=O)C2CCCN(S(=O)(=O)c3cccc4cccnc34)C2)c1 (stereo not given),-3,0,-2,0,21,2,2.4,-28,13
CCCCNC(=O)CCCn1c(=O)[nH]c2ccc(Br)cc2c1=O,-7,-1,-10,-1,-1,-8,3.2,-13,-3
COc1ccc(-c2csc(C)n2)cc1Br,-2,-3,-5,-2,2,-1,0.4,-7,-5
CC(=O)c1cccc(NS(C)(=O)=O)c1,3,-1,-5,1,23,2,1.1,-24,-7
COC(=O)c1ccc(C(=O)OC)c(NC(=S)N2CCC(C(N)=O)CC2)c1,-5,20,-4,11,7,-13,1.6,-3,-1
O=C(NCCc1ccccc1)C1CCC(CNc2nc(=S)[nH]c3ccccc23)CC1 (stereo not given),-2,-3,1,0,27,-19,0.2,-17,8
O=C(O)CCNS(=O)(=O)c1ccc2c(c1)Cc1ccccc1-2,0,1,2,1,1,-3,1.0,-30,13
COc1cccc(-n2c(C)nnc2SCC(=O)Nc2ccccc2N2CCOCC2)c1,-4,-2,-22,-10,-1,4,-0.7,-9,-12
O=C(Nc1nnc(SCc2cccc(F)c2)s1)c1ccco1,-2,-5,-7,-1,-37,-9,0.7,5,-5
N#C/C(C(N)=O)=c1/ccc2c(c1)N1C3=C(CCCC3)CC3CCCCC31N=2 (stereo not given),-2,-4,-20,5,3,15,0.5,1,-22
CCCc1cc(=O)[nH]c(SCc2cc(=O)oc3cc(C)c(C(C)C)cc23)n1,-4,4,-8,-3,6,-6,0.3,-9,7
Cc1ccc2[nH]c(=O)c(CN(CCCN(C)C)C(=O)Nc3ccc(F)cc3)cc2c1,-1,4,-12,2,12,4,-0.8,-5,6
CC(C)(C)c1cc(C(=O)O)n[nH]1,-7,-7,-3,-2,-2,-5,0.4,-22,-10[fluorescence artefact?]
COC(=O)c1c[nH]n2c(=O)c(C(C)C)c(C)nc12,-1,1,-10,-1,20,-27,2.2,0,-9
O=C(CN1C(=O)c2ccccc2C1=O)N1CCN(c2ccccn2)CC1,3,-1,-26,-1,5,-11,0.3,5,5[fluorescence artefact?]
N#CC(c1ccc(=O)[nH]n1)c1ccc(Cl)cc1Cl (stereo not given),-3,2,-7,0,7,-13,0.2,2,-14
Cc1c(NC(=S)N/N=C/c2ccc(N(C)C)cc2)c(=O)n(-c2ccccc2)n1C,-46,62*,-6,24,42,2,0.2,-13,-8[fluorescence artefact?]
Cc1c(N=NC2=C(O)CC(C)(C)CC2=O)cc2c(c1[N+](=O)[O-])C(C)(C)CC2(C)C,-26,-4,.,-6,19,-4,-0.7,-9,0
C=CCn1c(SCC(=O)Nc2ccccc2CC)nnc1-c1ccncc1,3,-50,-4,1,0,-7,0.2,-5,0
CC(C)Cn1c(=S)[nH]c2ccccc2c1=O,-4,21,-3,1,4,-7,-0.4,0,-12
CCCCOc1ccc(C)cc1CN(CCO)CCO,-8,1,-4,4,-21,-9,-1.1,-18,70
CNS(=O)(=O)c1cc(OCC(N)=O)c(C)cc1Cl,-2,-5,4,1,7,-14,-0.5,3,1[fluorescence artefact?]
CCOCCCNC(=O)C(NC(=O)c1ccc2c(c1)OCO2)c1ccc(Cl)cc1 (stereo not given),0,1,-10,-1,16,-4,-0.4,-24,-6

# Results in p47phox inh, for some of the entries so far:
mol | p47phox inh
CC(=O)c1cccc(NS(C)(=O)=O)c1 | 2
COC(=O)c1ccc(C(=O)OC)c(NC(=S)N2CCC(C(N)=O)CC2)c1 | -13
O=C(NCCc1ccccc1)C1CCC(CNc2nc(=S)[nH]c3ccccc23)CC1 (stereo not given) | -19
O=C(O)CCNS(=O)(=O)c1ccc2c(c1)Cc1ccccc1-2 | -3

# The main list resumes with the 3 entries that preceded the break.
SMILES,TbHK1 inh,Runt-SMMHC FRET,MDM2 E3 inh,Runt-CBFb FRET,Hck Nef HTS,p47phox inh,L929 necroptosis,EBV gp42 inh,14-3-3 Bad PPI
CCCCOc1ccc(C)cc1CN(CCO)CCO,-8,1,-4,4,-21,-9,-1.1,-18,70
CNS(=O)(=O)c1cc(OCC(N)=O)c(C)cc1Cl,-2,-5,4,1,7,-14,-0.5,3,1[fluorescence artefact?]
CCOCCCNC(=O)C(NC(=O)c1ccc2c(c1)OCO2)c1ccc(Cl)cc1 (stereo not given),0,1,-10,-1,16,-4,-0.4,-24,-6
CN(C)c1nc(N)nc(CSc2nc3c(c(=O)n(C)c(=O)n3C)n2Cc2ccccc2F)n1,6,-4,-14,-3,18,-9,-1.3,-5,19
COc1cccc(N2CCN(C(=O)C3CCN(S(=O)(=O)c4cccs4)CC3)CC2)c1,-3,0,-7,1,4,-24,3.6,-14,-18
COC(=O)C1CCN(C(=O)COC(=O)c2n[nH]c3ccccc23)CC1,6,.,-13,.,0,-12,-0.6,-10,-2
CC/C(=N/N=C(\CC)c1ccccc1)c1ccccc1,11,-43,6,-3,-4,-12,0.5,8,-3[fluorescence artefact?]
CCN(CC)CCN(Cc1cc2cc(C)ccc2[nH]c1=O)C(=O)Nc1ccccc1OC,-13,4,-15,2,3,-10,-0.3,0,0
Cc1cc(/C=C(\C#N)C(=O)OCC#N)c(C)n1CC(C)C,-19,-2,4,5,14,-17,-0.1,8,-2
Cc1ccccc1N(CC(=O)NCc1ccncc1)S(C)(=O)=O,5,-5,-7,-2,2,-7,0.6,-15,3
CCOc1ccc(/C=C/[N+](=O)[O-])c2ccccc12,1,-104,24,1,0,-28,4.3,-3,-17
FC(F)(F)c1cc(-c2ccccc2)nc(-n2cncn2)n1,-4,-1,7,1,2,-4,1.4,-21,1
COCCNCC(=O)Nc1ccc(C)c(S(=O)(=O)N2CCCCC2)c1,2,2,-6,1,23,0,1.5,-2,20
O=C(O)c1cc2ccccc2n1-c1ccccc1,-5,-3,-13,-1,-2,-10,0.7,-15,15
O=C(/C(=N/O)n1cncn1)c1ccccc1Cl,-11,-1,-14,-1,12,-3,0.4,-5,1
CCOC(=O)C(=N/O)/C(C)=N/NC(C)=O,0,0,-4,0,-6,2,1.9,6,-10
COc1cc(-n2c(=O)c3ccccc3n(CC(=O)OCc3ccccc3)c2=O)cc(OC)c1OC,2,3,-6,-2,23,21,0.5,-7,5
O=C(COC(=O)CCC(=O)c1ccc2c(c1)OCCO2)NCc1ccc2c(c1)OCO2,0,4,-9,-1,2,-5,0.1,-11,7
C=CCn1c(SCC(=O)NCc2ccco2)nc2ccccc2c1=O,-5,-1,-1,-1,19,6,-0.3,-20,-10
CCN(CC)CCOCCOc1ccccc1F,1,-119,-13,2,2,-1,-0.1,-8,5
Nc1nnnn1NCc1cccc(OCc2ccccc2)c1,0,-1,-6,-1,1,-14,0.1,-18,8
COc1cc(/C=N/NC(=O)COc2cccc(F)c2)ccc1OS(=O)(=O)c1ccc(C)cc1,5,4,-4,-1,1,-9,4.2,2,1[fluorescence artefact?]
COc1ccccc1N(CC(=O)NC1CCCCC1)C(=O)CCC(=O)Nc1ccccn1,0,4,9,3,-1,-9,-0.2,-14,-4
CCCCCCCn1c2c(c(=N)c3c1CCC3)CCCC2,19,5,-41,-6,13,12,1.9,-7,24
O=C(Cn1cncn1)NCCCc1ccccc1,2,0,-10,2,12,-4,1.8,-7,-2
Cc1cccc(C(=O)NNC(=O)c2ccc(Br)cc2)c1,-2,3,0,1,16,-2,2.6,-11,-3
COc1cc(CNc2ccc(N3CCCC3)cc2)cc(Cl)c1OC,-4,-7,2,0,6,7,-0.8,-19,6
Cc1noc(N)c1C(=O)Nc1ccc(F)cc1,3,2,-7,-2,-2,-3,-0.6,1,1[fluorescence artefact?]
SMILES,TbHK1 inh,Runt-SMMHC FRET,MDM2 E3 inh,Runt-CBFb FRET,Hck Nef HTS,p47phox inh,L929 necroptosis,EBV gp42 inh,14-3-3 Bad PPI
CCCn1nc(C(=O)Nc2cc(C(=O)OC)ccc2C)c2ccccc2c1=O,-2,3,-7,-2,2,-16,1.9,0,2[fluorescence artefact?]
Cc1sc(NC(=O)Cc2ccc3c(c2)OCO3)nc1-c1ccc2c(c1)CCN2C(=O)c1ccccc1F,6,10,-17,5,0,-16,2.1,-14,-28
O=C(c1ccc(Cl)s1)N1CCN(c2nc3ccccc3s2)CC1,-2,-2,-4,1,5,2,0.3,-29,6
O=C(Cc1ccccc1)N1CCC(c2ccccc2)C1 (stereo not given),-10,2,0,1,16,9,0.2,-8,1
Cc1cc(N2CCCC2)nc(-c2ccccc2O)n1,4,0,-7,-2,0,-4,0.0,-9,-2[fluorescence artefact?]
CC(=O)c1ccc(N/C=C\C(=O)c2ccc(C)cc2)cc1,-13,14,-5,4,24,1,30,-16,-7
C/C(Cn1nc([N+](=O)[O-])cc1C)=N\NC(=O)c1ccc(O)cc1O,-15,1,-85,5,0,-6,0.1,-3,-4
O=C(COC(=O)c1cccc(Cl)c1Cl)NCCN1C(=O)CSC1=O,37,0,-1,-3,1,-3,-0.4,-17,-20
Cc1cc(=O)oc2cc(OCC(O)CN3CCc4ccccc4C3)ccc12 (stereo not given),-15,6,-17,3,6,7,-0.3,-7,-1
S=C(NNC(=S)NC1CC2C=CC1C2)NC1CC2C=CC1C2 (stereo not given),5,8,-9,13,5,-12,1.0,7,-17
Cc1ccc(C(=O)NCC(=O)OCC(=O)Nc2cc(C)c(C)cc2[N+](=O)[O-])cc1,30,0,-3,-6,3,-8,1.0,-5,-19
CN(C)CCCNCCCNC(=O)c1ccco1,3,2,-9,1,3,-12,-0.2,-1,-6
O=C(COc1cccc2cccnc12)NNC(=O)Nc1ccccc1,-6,-2,-17,-3,-4,-2,3.2,-9,-2
Cn1c(=O)[nH]c(=O)c2c1nc(CN1CCN(c3cccc(Cl)c3)CC1)n2Cc1ccccc1Cl,-7,-11,-1,-3,-2,-37,-0.5,6,3
CCOC(=O)C1CCN(Cc2ccc(F)c(Br)c2)CC1,0,3,-18,-3,-1,-8,0.0,-15,23[fluorescence artefact?]
CC(=O)Nc1nc(SCC(=O)NCC2CCCO2)[nH]c(=O)c1NC(=O)c1cccs1 (stereo not given),1,0,-12,1,-10,-11,0.8,-16,-10
O=C(c1ccc(-n2cnnn2)cc1)N1CCN(C(c2ccccc2)c2ccccc2)CC1,-19,-1,-14,-4,-1,4,0.9,-16,11
O=C(C1=C[C@H](C2CCCCC2)C[C@H](OCCCCO)O1)N1CCOCC1,-1,1,.,0,-5,.,0.1,-9,-4
COc1ccc(CNC(=O)c2cc(-c3ccccc3O)n[nH]2)cc1,3,-6,2,2,-1,-9,-0.1,-13,-2
CCOC(=O)c1cnc2ccc(F)cc2c1Nc1ccc2c(c1)OCCO2,-10,3,-11,-3,1,-6,0.3,-6,4[fluorescence artefact?]
Cc1cc(C)n2nc(S(=O)(=O)N(C)c3ccccc3)nc2n1,4,-4,-11,1,3,-4,-1.0,-6,-1[fluorescence artefact?]
